Source: PubChem BioAssay
HCV NS3 hel inh – HCV NS3 helicase inhibition; NS3 helicase DNA unwinding, Cy5 molecular beacon fluorescence; inhibition, % at 10.9 µM; 290,000 tested, 0.56% active; AID 1800;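 active = inhibition above the mean of all tested compounds plus 3 SD, set per campaign, cut at about 35% in these data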;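 also: 0% = DMSO wells and 100% = thioflavine S control wells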
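System: Hepatitis C virus NS3 helicase domain fragment enzyme | Reagent: Annealed dual-labelled DNA beacon duplex, ATP-started | Compound dosing: 10.9 µM single point, 0.8% DMSO | Incubation: 1 h reaction at 25 °C, ATP-initiated | Technique: Cy5 fluorescence | Evaluation: Percent inhibition from t60/t0 fluorescence ratio | Benchmarks: Low DMSO, high thioflavine S at 110 µM | Replication: Singlicate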
CRFBP-R2 agonist – CRF-BP/CRF-R2 complex agonism | 350,000 tested, 0.46% active | HEK293 CRF-R2/CRF-BP, calcium dye fluorescence (FLIPR); percent of saturating CRF peptide response | AID 588473 | activation, % at 13.2 µM;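 active = activation of at least 50%, plus an integration ratio under a set limit after plate pattern correction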;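 also: plate controls were neutral control wells without compound for no effect and CRF at EC100 for full effect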
MEKK2 WT-MEK5 – raises or lowers MEK5 binding to wildtype human MEKK2 PB1 domain. Q9Y2U5. bead flow cytometry, Alexa488-MEK5 binding to MEKK2 WT; actives lie on both sides. binding response (% of control), % at 10 µM. 290,000 tested, 1.1% active. AID 1531; in the data active = binding response below about 67% or above about 130%
MEKK2mut PB1 HTS – signal of MEK5 binding to mutant human MEKK2 PB1 domain | percent response, % at 10 µM | bead flow cytometry, Alexa488-MEK5 binding to MEKK2 mutant | 290,000 tested, 0.35% active; in the data active = percent response above about 24%, passing the limit was not always enough; also: inactives centre near 1; some results filed as inactive read as strong as hits
MEKK3 PB1 HTS – modulators (inhibitors or enhancers) of MEK5 binding to human MEKK3 PB1 domain; Q99759; bead-based flow cytometry, Alexa488-MEK5 binding to MEKK3; actives lie on both sides; 0 = blocked by unlabeled MEK5, 100 = vehicle; binding response (% of control), % at 10 µM; 290,000 tested, 1.4% active;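 active = binding response more than 3 SD above or below the average of its plate-row segment, actives on both sides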;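 also: Alexa488 bead fluorescence after subtracting the streptavidin-only scavenger bead signal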
Target sequence (Q99759 whole entry, looked up, the tested form may be a part): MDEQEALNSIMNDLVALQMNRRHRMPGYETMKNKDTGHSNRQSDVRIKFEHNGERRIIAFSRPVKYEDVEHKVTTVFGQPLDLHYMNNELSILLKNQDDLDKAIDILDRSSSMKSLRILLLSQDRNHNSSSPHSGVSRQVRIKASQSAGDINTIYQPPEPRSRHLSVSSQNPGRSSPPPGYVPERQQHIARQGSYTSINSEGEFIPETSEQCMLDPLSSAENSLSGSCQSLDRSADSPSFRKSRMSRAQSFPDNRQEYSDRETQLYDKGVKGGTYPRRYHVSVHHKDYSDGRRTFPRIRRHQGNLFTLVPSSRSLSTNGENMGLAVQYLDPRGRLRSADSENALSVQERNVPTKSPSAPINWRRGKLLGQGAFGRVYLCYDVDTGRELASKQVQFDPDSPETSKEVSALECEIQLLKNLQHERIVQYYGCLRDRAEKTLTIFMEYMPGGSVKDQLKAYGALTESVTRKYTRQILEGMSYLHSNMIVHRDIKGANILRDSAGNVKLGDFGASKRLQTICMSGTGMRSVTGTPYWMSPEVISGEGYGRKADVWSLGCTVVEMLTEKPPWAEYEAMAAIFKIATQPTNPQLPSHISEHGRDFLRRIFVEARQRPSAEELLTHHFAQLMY
CRFBP-R2 block – antagonists of CRF-binding protein/CRF-R2 receptor complex; HEK293 CRF-R2/CRF-BP, CRF-induced calcium fluorescence; inhibition, % at 11.8 µM; 350,000 tested, 0.59% active; AID 588475;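 active = inhibition of the ligand-induced calcium signal above about 50% at the single tested concentration, limit read from the data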
FID counter – displaces DNA intercalator in HCV helicase counter-screen | DNA fluorescent intercalator displacement, fluorescence | inhibition, % at 7.9 µM | 290,000 tested, 0.17% active | AID 1845; in the data active = inhibition above about 37%;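 also: 0% = vehicle and 100% = reference compound; higher means more ethidium bromide displaced from hairpin DNA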
GalR3 antag – human GalR3 antagonism; O60755; HEK293 GalR3-CNG cAMP membrane potential fluorescence; galR3 body fused to GalR1 C-terminus; inhibition, % at 3 µM; 360,000 tested, 0.44% active;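 active = inhibition above the screen-wide average plus 3 SD, cut at about 13% in these data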;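 also: forskolin and galanin both at EC90 stimulate the cells; cAMP rise reported by CNG channel membrane potential dye signal; 0% = forskolin plus galanin with DMSO and 100% = forskolin alone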
Target sequence (O60755 1-299 limits assumed): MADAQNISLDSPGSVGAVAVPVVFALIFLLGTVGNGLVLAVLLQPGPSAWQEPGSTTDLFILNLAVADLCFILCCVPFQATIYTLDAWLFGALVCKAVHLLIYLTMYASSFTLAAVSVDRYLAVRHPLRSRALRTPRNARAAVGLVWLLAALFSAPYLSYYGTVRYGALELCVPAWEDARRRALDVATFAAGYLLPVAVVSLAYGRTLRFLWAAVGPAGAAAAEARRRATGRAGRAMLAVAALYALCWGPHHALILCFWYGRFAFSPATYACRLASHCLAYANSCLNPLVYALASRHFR
SUMO HTRF inh – inhibitors of human SUMOylation (UBC9); 290,000 tested, 0.36% active; inhibition, % at 35 µM; P63279; AID 2006; HTRF SUMOylation assay, SAE1/SAE2 + UBC9, in vitro; in the data active = inhibition above about 50%, passing the limit was not always enough; also: strong numbers were not always called active
Target sequence (P63279 whole entry, looked up): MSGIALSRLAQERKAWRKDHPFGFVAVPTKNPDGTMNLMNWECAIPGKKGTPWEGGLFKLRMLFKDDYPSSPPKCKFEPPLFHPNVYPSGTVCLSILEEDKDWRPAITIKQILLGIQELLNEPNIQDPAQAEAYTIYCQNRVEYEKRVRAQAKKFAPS
* = called active by the depositor; / = not tested or not shown. An excerpt (hit frequency here may not be typical).

SMILES	HCV NS3 hel inh	CRFBP-R2 agonist	MEKK2 WT-MEK5	MEKK2mut PB1 HTS	MEKK3 PB1 HTS	CRFBP-R2 block	FID counter	GalR3 antag	SUMO HTRF inh
Cc1ccnc(NCc2ccc(Br)cc2)c1	-4	-3.6	118	13	111	6	-3	-8	4
CCOC(=O)c1sc(NC(=O)COC(=O)CNC(=O)C2CCCCC2)c(C(=O)OCC)c1C	0	2.3	100	-1	103	-18	-4	-3	-13
Cc1noc(NC(=O)c2ccc(Cl)c(Cl)c2)c1Cl	8	20	83	-20	82	24	2	0	-21
CCOc1ccc(N(Cc2cc3cc(C)ccc3[nH]c2=O)S(=O)(=O)c2ccccc2)cc1	-11	-0.1	97	4	101	-11	-7	-3	-6
CC(=O)N1CCN(S(=O)(=O)c2cccc(C(=O)Nc3cc(C(F)(F)F)ccc3N3CCOCC3)c2)CC1	-5	-0.9	111	10	108	5	-26	-1	7
CCCCCCC(=O)N=Nc1c(O)[nH]c2ccc([N+](=O)[O-])cc12	18	2.3	98	-1	99	-21	-5	0	1
COc1cc(NC2=CC(=O)CC(C)(C)C2)cc(OC)c1OC	-1	-3.1	96	-1	99	47	-4	-2	5
Nc1nonc1C(=O)NCCNc1ccc([N+](=O)[O-])cn1	4	0.1	100	-3	109	7	-5	-2	8
C=CCn1c(SCC(=O)NCc2ccco2)nnc1-c1ccc2ccccc2n1	3	-1.7	/	/	/	9	-33	-2	7
Cn1ncc([N+](=O)[O-])c1C(=O)NCc1ccccc1	-5	-1.5	95	-8	94	12	-4	-6	14
CCOC(=O)COc1cc(N2C(=O)CSCC2=O)c(Cl)cc1Cl	0	1.1	99	1	101	3	-6	6	-35
COc1ccc2c(C=O)c[nH]c2c1	-8	-0.5	103	0	98	10	-4	-6	15
O=C(O)c1ccccc1C(=O)Nc1ccccc1	0	1.9	103	2	101	5	3	-2	24
CCCCCCCCn1ccc(=N)cc1	1	-0.5	98	3	101	0	6	-4	12
CCOc1ccc(-n2cc(-c3ccccc3)c3c(SC(C)C(=O)OC)ncnc32)cc1 (stereo not drawn)	13	-1.8	102	-9	101	22	-26	-7	-22
CCOC(=O)C1=C(N)OC2=C(C(=O)CCC2)C1c1cccnc1 (stereo not drawn)	3	-1.5	117	11	108	-6	-7	7	8
COc1ncccc1C(=O)NC1CCCc2c1cnn2-c1cc(C)cc(C)c1 (stereo not drawn)	-12	1.2	102	5	101	20	-46	-8	5
CN(C)S(=O)(=O)c1cccc(NC(=S)N/N=C/c2ccc(O)c(O)c2O)c1	41*	-0.3	104	11	102	-11	-18	-7	52*
Fc1cc(F)cc(NC(=S)N2CCC(c3ccccc3)C2)c1 (stereo not drawn)	-2	0.3	107	10	105	-4	-11	3	8
COc1ccc(S(=O)(=O)NCc2csc(-c3cccnc3)n2)cc1	-3	-1.1	114	9	116	8	-4	/	-8
C/C(CS(=O)(=O)c1ccc(Cl)c(Cl)c1)=N/NC(N)=S	1	-2.1	103	-3	99	12	-1	-3	-10
S=C(Nc1ccc(Oc2ccc(NC(=S)NC3CCCCC3)cc2)cc1)NC1CCCCC1	-27	1.1	105	0	99	-23	-13	-5	-29
CC(C(=O)N1CCC(C(N)=O)CC1)N(c1ccc(Oc2ccccc2)cc1)S(C)(=O)=O (stereo not drawn)	13	-1.0	96	2	98	-16	-21	-7	-4
Cc1cc(Nc2ccccc2)nc2cc(O)ccc12	-7	-1.3	105	-2	103	-1	2	-2	8
COc1ccc(N(C)S(=O)(=O)c2cccc(C(=O)NC3CCCCCC3)c2)cc1	-5	0.1	109	-2	127	7	-37	-4	-3
Later entries:
SMILES	HCV NS3 hel inh	CRFBP-R2 agonist	MEKK2 WT-MEK5	MEKK2mut PB1 HTS	MEKK3 PB1 HTS	CRFBP-R2 block	FID counter	GalR3 antag	SUMO HTRF inh
Cc1cc(C(C)(C)C)c(O)c(C)c1CC1=NCCN1	-5	0.8	113	3	110	-10	7	-3	-10
CCC(C)(C)NC(=O)C(c1cccs1)N(C(=O)c1ccn[nH]1)c1cccc(OC)c1 (stereo not drawn)	8	0.4	104	6	103	1	-30	0	-7
O=S(=O)(Nc1nc2ccccc2nc1NCCN1CCOCC1)c1cccc(Cl)c1	6	0.2	99	0	100	2	-8	2	7
CC(N=C1NC(C)(C)Cc2ccccc21)C(=O)O (stereo not drawn)	1	2.5	101	5	102	46	2	-1	-14
O=S(=O)(NCc1ccc(F)cc1)c1ccc2c(c1)OCCO2	-4	-0.7	99	3	103	1	-6	-6	12
CCN(CC(=O)Nc1ccc(NC(C)=O)cc1)C(=O)Cc1cccc2ccccc12	1	-0.6	102	0	98	-2	-27	-4	7
CCOCCc1nnc(NC(=O)CS(=O)(=O)c2ccc(C)cc2)s1	15	-0.9	101	3	103	0	-16	-10	4
CN(C)CCCCOc1ccc(F)cc1	-26	-0.4	92	-7	94	-4	4	-5	17
CC1CCN(CCOCCOc2ccccc2Br)CC1	16	2.9	107	8	90	12	13	-5	6
CCOCCCn1c(=S)[nH]c2cc(C(=O)NCCc3ccccc3)ccc2c1=O	8	-0.1	101	3	102	3	-27	0	7
Oc1ccc(N2CCN(C(=S)NCc3ccccc3)CC2)cc1	0	-3.8	109	5	105	-86	-1	0	7
CC(C)(C)OC(=O)NNC1CC(=O)N(c2ccccc2F)C1=O (stereo not drawn)	11	6.9	95	-6	91	-3	-6	1	23
CCOc1cc(S(=O)(=O)NCCc2ccccc2C)c(OCC)cc1-n1cnnn1	0	0.8	102	4	103	0	-27	-4	23
COCCCn1c(=O)/c(=C\c2ccccc2OC(C)C)s/c1=C(/C#N)C(=O)Nc1ccc(C(=O)O)cc1	50*	6.4	93	-1	106	8	-20	0	10
O=C(Cc1nn[nH]n1)NCCC1=CCCCC1	16	-1.1	102	-1	100	10	3	-1	11
CCOC(=O)c1cc(C#N)c(SCc2cccc3ccccc23)nc1C	-3	1.1	95	-6	97	-17	-1	-3	-11
N#CC1=C(N)Oc2cc(N)ccc2C1c1ccc(F)cc1 (stereo not drawn)	17	1.3	94	-9	92	-12	-28	3	14
CCn1c(SCC(N)=O)nnc1-c1ccco1	5	-0.5	95	1	97	22	4	0	10
O=C(/C=C/c1ccc([N+](=O)[O-])cc1)NCCc1ccc(F)cc1	-7	-0.6	97	-4	103	15	3	3	4
O=C(COc1ccc2ccc(=O)oc2c1)NCCCN1CCCC1=O	3	-0.1	101	3	102	1	-8	1	1
COc1ccc(N2CCN(C(=O)C(C)(C)Oc3ccc(Cl)cc3)CC2)cc1	-14	-1.8	97	8	99	-6	-20	0	-6
COCCN(C(=O)COC(=O)c1cccc2ccccc12)c1c(N)n(Cc2ccccc2)c(=O)[nH]c1=O	-10	-0.4	108	5	104	-12	-30	-4	10
COc1ccccc1-c1nnc2sc(COc3ccccc3)nn12	-9	0.0	107	6	107	1	-11	-8	15
O=C(c1ccsc1)N1CCCC(Nc2ccc(F)c(F)c2)C1 (stereo not drawn)	15	-0.7	94	-13	98	-11	-4	-8	-6
CCOc1ncccc1C(=O)N1CCN(c2ccc(C(F)(F)F)cn2)CC1	-3	3.5	102	-1	101	-24	-27	-10	15
Next structures:
SMILES	HCV NS3 hel inh	CRFBP-R2 agonist	MEKK2 WT-MEK5	MEKK2mut PB1 HTS	MEKK3 PB1 HTS	CRFBP-R2 block	FID counter	GalR3 antag	SUMO HTRF inh
COc1cc(NS(=O)(=O)c2ccc(NC(=O)NC3CCCCC3)cc2)nc(OC)n1	1	3.7	103	1	101	4	-27	3	-3
CCc1c(C(=O)Nc2nnc(C3CC3)s2)csc1C	-1	-2.0	103	4	103	-25	-2	-7	19
COc1ccc(NC(=O)CN2CCN(c3ccccc3)CC2)cc1	0	-1.7	98	-1	103	-31	-14	-3	0
CC(=O)c1ccc(NC(=O)C2CCN(S(=O)(=O)c3cccc4nonc34)CC2)cc1	-5	-0.4	94	0	99	7	-34	-7	-1
CC(=O)c1ccc(OCCCC(=O)NCCc2ccc(C(F)(F)F)cc2)cc1	4	0.3	99	3	100	0	-27	-13	4
CCOc1ccc(C(=O)NC2CCN(C(=S)Nc3ccccc3C)CC2)cc1	-5	-0.2	93	-7	89	-6	-2	-4	5
Cc1cc(C)nc(NS(=O)(=O)c2ccc(-n3cccc3)cc2)n1	3	-0.1	106	3	109	8	-9	7	10
CC(=O)Nc1ccc(NC(=O)CSc2nnc(NC(=O)c3ccco3)s2)cc1	2	0.5	100	0	93	-1	-4	1	5
CN1CCN(c2ccccc2NC(=O)COc2ccc(C3CCCCC3)cc2)CC1	-42	2.6	145*	20	108	-37	15	-1	-20
COc1ccc(C(=O)Nc2cnn(Cc3ccc(Cl)cc3)c2)cc1OC	16	-1.6	89	-5	87	10	-19	-11	-12
Cc1nc(-c2ccc(S(=O)(=O)N3CCCN(CCc4ccccc4)CC3)s2)cs1	-36	1.6	118	3	98	10	9	-7	18
N#Cc1c(N)nc(SCC(=O)NCc2ccc3c(c2)OCO3)c(C#N)c1-c1cccs1	-13	-0.7	101	-4	109	13	-2	0	0
CC1Cc2ccccc2N1C(=O)Cn1c(=O)oc2cc(S(=O)(=O)NC3CCCC3)ccc21 (stereo not drawn)	-9	2.7	112	12	115	1	-22	-5	5
CC(=O)Nc1sc(NC(=O)c2ccco2)nc1-c1cccs1	4	0.0	100	5	99	1	-2	-6	-1
COc1ccc(-c2c(C)nn3c(C)cc(C)nc23)cc1	3	0.0	107	6	102	8	-14	-6	-1
COc1ccc(N2C(=O)CC(NCc3cccc(F)c3)C2=O)cc1 (stereo not drawn)	/	-0.1	101	0	105	-9	/	-2	14
Cc1ccc(C(C(=O)NC(C)(C)C)N(Cc2ccccc2)C(=O)c2snc(C(N)=O)c2N)o1 (stereo not drawn)	-4	0.0	85	-4	84	3	-22	-5	-9
O=C(O)c1cnc(-c2ccccc2)nc1Sc1cccc(Cl)c1	0	-0.2	101	1	104	16	-29	-2	22
CN1CCN(c2ccc(Cl)cc2NC(=O)CCN2C(=O)c3ccccc3C2=O)CC1	-59	0.3	171*	0	108	8	10	0	10
COc1ccc(N2CCN(C3CCCN(C(=O)c4ccoc4)C3)CC2)cc1 (stereo not drawn)	13	0.0	109	10	109	6	-14	0	-1
Nc1nc(N)c2c(ccc3nccc32)[nH]1	-4	0.2	115	13	102	3	8	-11	39
CN(O)C(=O)Nc1ccc([N+](=O)[O-])cc1	-3	-1.1	97	-7	99	40	0	-3	6
CCc1ccc(N2CC(O)(c3cccs3)[N+]3=C2SCCC3)cc1 (stereo not drawn)	-2	0.0	107	0	112	-17	19	2	7
Cc1ccc(NC(=O)CCCNC(=O)c2ccc(Cl)cc2)c(O)c1	6	-2.0	103	7	101	4	-14	-3	6

One compound at a time, from the list above. Order of screens: HCV NS3 hel inh	CRFBP-R2 agonist	MEKK2 WT-MEK5	MEKK2mut PB1 HTS	MEKK3 PB1 HTS	CRFBP-R2 block	FID counter	GalR3 antag	SUMO HTRF inh
CCOc1ccc(C(=O)NC2CCN(C(=S)Nc3ccccc3C)CC2)cc1 in the list: -5	-0.2	93	-7	89	-6	-2	-4	5
Cc1ccc(NC(=O)CCCNC(=O)c2ccc(Cl)cc2)c(O)c1 in the list: 6	-2.0	103	7	101	4	-14	-3	6
CCc1ccc(N2CC(O)(c3cccs3)[N+]3=C2SCCC3)cc1 (stereo not drawn) in the list: -2	0.0	107	0	112	-17	19	2	7
COc1ccc(NC(=O)CN2CCN(c3ccccc3)CC2)cc1 in the list: 0	-1.7	98	-1	103	-31	-14	-3	0
CCc1c(C(=O)Nc2nnc(C3CC3)s2)csc1C in the list: -1	-2.0	103	4	103	-25	-2	-7	19
